Screening results: PubChem BioAssay, several laboratories
ANO1 activ: TMEM16A chloride channel activators or potentiators, primary screen, cell-based, HTS. Anoctamin-1 (Mus musculus), Q8BHY3. HEK293 TMEM16A/YFP-H148Q/I152L, iodide quench fluorescence; stronger effect = lower value. B-score at 10 µM. 340,000 compounds, 0.3% hits;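 active means fluorescence-ratio B-score plate-corrected deviation score at least 3 library SD below zero, with starting fluorescence score within 5 deviations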;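 further: channel opened by trigger with iodide after compound preincubation; score built on the fluorescence ratio of max minus min over baseline; more negative score means more quench and so TMEM16A activation or potentiation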
SKKanGAS inh: S. pyogenes SKKanGAS growth inhibitors in kanamycin, primary screen, streptokinase expression inhibitor project, SKKanGAS strain, BacTiter-Glo luminescence | 6 h | 300,000 compounds, 1.3% hits | inhibition, % at 7.5 µM | AID 1662, 2009;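 active means mean replicate score, as percent of positive control median, at least 50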;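 further: strain carries kanamycin resistance gene driven by streptokinase promoter and grows in 40 µg/ml kanamycin; loss of luminescence reflects streptokinase promoter inhibition or plain growth inhibition; 0% = median of DMSO wells and 100% = positive control at its reference dose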
RGS4 block: RGS4 inhibitors, primary screen, cell-based, HEK293 M3R inducible RGS4, calcium flux; Fluo-4 calcium flux; stronger effect = higher value; triggered by carbachol at its EC20; B-score at 10 µM; 310,000 compounds, 0.45% hits;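 active means B-score, a plate-corrected calcium signal, over three deviations above library mean, with baseline fluorescence within five deviations of library mean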;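 further: RGS4 expression induced by doxycycline in cells with stable M3 receptor; B-score is computed from the integrated fluorescence ratio over baseline after carbachol; higher B-score means a larger calcium signal and so more RGS4 inhibition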
Target sequence (P49798 whole entry, looked up): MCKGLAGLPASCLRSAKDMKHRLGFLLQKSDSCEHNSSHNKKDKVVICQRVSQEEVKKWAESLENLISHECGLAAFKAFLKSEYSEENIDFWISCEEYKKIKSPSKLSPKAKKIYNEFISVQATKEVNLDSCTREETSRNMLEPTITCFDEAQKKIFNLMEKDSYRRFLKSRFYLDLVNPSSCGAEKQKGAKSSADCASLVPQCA
TRPC6 inh: mouse TRPC6 channel inhibitors, primary screen, cell-based, HEK293, membrane potential dye. Short transient receptor potential channel 6 (Mus musculus), Q61143. ACh-evoked depolarization; stronger effect = lower value. B-score at 10 µM. 310,000 compounds, 1.1% hits. AID 2553, 2010;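 active means B-score under library mean minus 3 SD, initial fluorescence not abnormally high, positive integrated signal ratio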;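 further: B-score derived from integrated fluorescence ratio over the kinetic read; more negative B-score means stronger inhibition of depolarization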
HDAC3 inh: HDAC3 deacetylase inhibitors, primary screen, biochemical, fluorescence, cell-free homogeneous; 320,000 compounds, 0.15% hits; recombinant HDAC3, fluorogenic peptide/trypsin coupled; AID 2718, 2010; Histone deacetylase 3 (Homo sapiens), O15379; inhibition, % at 8.3 µM; in the data active means inhibition above about 26%, passing the limit was not always enough
Target sequence (O15379 whole entry, looked up): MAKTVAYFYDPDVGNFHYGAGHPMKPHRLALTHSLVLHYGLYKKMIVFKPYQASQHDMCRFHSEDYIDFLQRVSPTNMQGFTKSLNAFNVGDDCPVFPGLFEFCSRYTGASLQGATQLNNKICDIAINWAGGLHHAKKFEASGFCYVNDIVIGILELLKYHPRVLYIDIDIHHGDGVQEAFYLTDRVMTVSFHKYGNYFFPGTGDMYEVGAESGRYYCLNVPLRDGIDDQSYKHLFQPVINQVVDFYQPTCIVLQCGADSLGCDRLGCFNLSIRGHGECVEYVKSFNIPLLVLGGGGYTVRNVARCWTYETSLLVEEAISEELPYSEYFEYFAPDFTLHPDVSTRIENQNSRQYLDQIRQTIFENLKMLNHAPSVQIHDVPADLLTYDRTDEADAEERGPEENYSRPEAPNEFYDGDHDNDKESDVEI
MrgX1 allo act: positive allosteric modulators of MrgX1, primary screen, HEK293 cells, Fluo-4 calcium flux; AID 588675, 2011; B-score at 10 µM; FDSS; stronger effect = higher value; 310,000 compounds, 0.63% hits;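 active means plate-corrected calcium response at least 3 library SD above typical, normal starting fluorescence, not activating the receptor alone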;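 further: compound read alongside a low EC10 to EC30 dose of BAM8-22 agonist; peak minus trough fluorescence over baseline measured at the second addition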
Target sequence (Q96LB2 whole entry, looked up): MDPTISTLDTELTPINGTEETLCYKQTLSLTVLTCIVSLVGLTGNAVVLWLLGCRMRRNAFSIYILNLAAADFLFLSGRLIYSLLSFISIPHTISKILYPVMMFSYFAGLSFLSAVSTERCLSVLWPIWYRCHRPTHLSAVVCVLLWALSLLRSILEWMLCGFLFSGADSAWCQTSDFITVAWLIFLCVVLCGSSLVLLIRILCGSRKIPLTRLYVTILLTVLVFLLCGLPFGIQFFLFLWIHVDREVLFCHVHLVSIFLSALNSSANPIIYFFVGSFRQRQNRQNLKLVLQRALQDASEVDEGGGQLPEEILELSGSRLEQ
TMEM16A inh: TMEM16A chloride channel inhibitors, primary screen, cell-based, HTS. HEK293 TMEM16A/YFP iodide influx fluorescence, ionomycin. normalized B-score (activity score, 25-100; higher = stronger inhibition) at 10 µM. Anoctamin-1 (Mus musculus), Q8BHY3. 310,000 compounds, 1.2% hits;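 active means ratio plate-corrected score three or more library SD toward inhibition, starting fluorescence score within five deviations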;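 further: score derived from kinetic fluorescence span divided by baseline fluorescence per well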
RGS4 act: RGS4 potentiators or activators, primary screen, cell-based, HEK293 M3R inducible RGS4, calcium flux. carbachol calcium flux Fluo4; stronger effect = lower value. B-score at 10 µM. 310,000 compounds, 0.92% hits. AID 463111, 2010;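 active means B-score of the integrated calcium signal more than 4 SD below the library mean, with starting fluorescence not abnormally high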;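 further: negative B-score means reduced calcium response which marks RGS4 activation or potentiation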
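Reagent: ECmax carbachol challenge; Test system: M3R-expressing HEK293 line, RGS4 induced by doxycycline; Schedule: overnight RGS4 induction, 30 min dye load 37 °C, 20 min compound RT; Detection: calcium dye Fluo4 fluorescence; Read-out: Agonist-evoked peak-minus-minimum fluorescence over baseline, integrated ratio, B score.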
MrgX1 ag: agonists of human MrgX1 receptor, primary screen, HEK293 cells, Fluo-4 calcium flux | Mas-related G-protein coupled receptor member X1 (Homo sapiens), Q96LB2 | Fluo-4 calcium fluorescence, agonist mode; stronger effect = higher value | B-score at 10 µM | 310,000 compounds, 0.44% hits;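 active means calcium response B-score plate-corrected fluorescence ratio at least 3 library SD, with starting fluorescence B-score inside 5 SD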
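times = overnight plating, then 30 min 37 °C plus 30 min room-temperature dye loading | assay system = stable human MrgX1 HEK293 cell line | input = fifteen thousand cells per well | signal = kinetic calcium dye fluorescence, Fluo-4 NW | dosing = compound delivered in addition one of three | read-out = B-scored fluorescence response ratio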
TRPC6 activator: mouse TRPC6 channel activators, primary screen, cell-based, HEK293, membrane potential dye; Short transient receptor potential channel 6 (Mus musculus), Q61143; HEK293-TRPC6 membrane potential dye fluorescence; stronger effect = higher value; B-score at 10 µM; 310,000 compounds, 0.13% hits;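 active means B-score of the integrated fluorescence ratio above library mean plus 3 SD, and starting fluorescence ratio within library mean plus 5 SD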;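 further: higher score means more depolarization so channel activation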
MrgX1 antagonist: antagonists of human MrgX1 receptor, primary screen, HEK293 cells, Fluo-4 calcium flux; Mas-related G-protein coupled receptor member X1 (Homo sapiens), Q96LB2; BAM8-22 antagonism; stronger effect = lower value; B-score at 10 µM; 310,000 compounds, 1.3% hits; AID 588676, 2011;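 active means calcium-response B-score plate-corrected more than 3 library SD below zero, starting fluorescence within 5 deviations, no agonist response on first addition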;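 further: peak minus trough fluorescence over baseline after final BAM8-22 challenge near maximal dose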
The depositor's hits bear a star.

`O=C(C1CC(=O)N(c2ccc3c(c2)OCCO3)C1)N1CCN(c2ccccc2O)CC1` (stereo not drawn) gave ANO1 activ inactive, SKKanGAS inh -1, RGS4 block inactive, TRPC6 inh inactive, HDAC3 inh 3, MrgX1 allo act inactive, TMEM16A inh inactive, RGS4 act inactive, MrgX1 ag inactive, TRPC6 activator inactive and MrgX1 antagonist inactive.
Screening O=C(Nc1ccc(Cl)c(Cl)c1)Nc1cc(C(=O)NC2CC2)ccc1Cl returned SKKanGAS inh 23, RGS4 block inactive, TRPC6 inh inactive, HDAC3 inh -4, MrgX1 allo act inactive, TMEM16A inh inactive, RGS4 act inactive, MrgX1 ag inactive, TRPC6 activator inactive and MrgX1 antagonist inactive.
For COc1ccc(NC(=O)/C(N=Nc2cc(S(=O)(=O)Nc3ccc(OC)cc3)ccc2OC)=C(\C)O)cc1 the results were ANO1 activ inactive, SKKanGAS inh 9, RGS4 block inactive, TRPC6 inh inactive, HDAC3 inh -4, MrgX1 allo act inactive, TMEM16A inh inactive, RGS4 act inactive, MrgX1 ag inactive, TRPC6 activator inactive and MrgX1 antagonist inactive.
Screening O=C(NC1CCN(S(=O)(=O)c2cccc(Cl)c2)CC1)C1CCCCC1 returned ANO1 activ inactive, SKKanGAS inh -4, RGS4 block inactive, TRPC6 inh inactive, HDAC3 inh 10, MrgX1 allo act inactive, TMEM16A inh inactive, RGS4 act inactive, MrgX1 ag inactive, TRPC6 activator inactive and MrgX1 antagonist inactive.
`Cc1ccc(S(=O)(=O)N(C)C)cc1NC(=O)CN1C(=O)NC(Cc2ccccc2)C1=O` (stereo not drawn) gave ANO1 activ inactive, SKKanGAS inh -9, RGS4 block inactive, TRPC6 inh inactive, HDAC3 inh -1, MrgX1 allo act inactive, TMEM16A inh inactive, RGS4 act inactive, MrgX1 ag inactive, TRPC6 activator inactive and MrgX1 antagonist inactive.
COc1ccccc1C(=O)NCc1ccccn1 was read as ANO1 activ inactive, SKKanGAS inh 1, RGS4 block inactive, TRPC6 inh inactive, HDAC3 inh 2, MrgX1 allo act inactive, TMEM16A inh inactive, RGS4 act inactive, MrgX1 ag inactive, TRPC6 activator inactive and MrgX1 antagonist inactive.
Screening CCOC(=O)c1sc2ncnc(N3CCN(C)CC3)c2c1C returned ANO1 activ inactive, SKKanGAS inh 10, RGS4 block inactive, TRPC6 inh -5.5*, HDAC3 inh -7, MrgX1 allo act inactive, TMEM16A inh inactive, RGS4 act inactive, MrgX1 ag inactive, TRPC6 activator inactive and MrgX1 antagonist inactive.
`O=C(NCc1ccccc1)C1(C(F)(F)F)CC(CCCO)CCCO1` (stereo not drawn) gave ANO1 activ inactive, SKKanGAS inh -1, RGS4 block inactive, TRPC6 inh inactive, HDAC3 inh -2, MrgX1 allo act inactive, TMEM16A inh inactive, RGS4 act inactive, MrgX1 ag inactive, TRPC6 activator inactive and MrgX1 antagonist inactive.
Screening Cc1ccccc1N=C(NO)c1nonc1N returned ANO1 activ inactive, SKKanGAS inh 5, RGS4 block inactive, TRPC6 inh inactive, HDAC3 inh -1, MrgX1 allo act inactive, TMEM16A inh inactive, RGS4 act inactive, MrgX1 ag inactive, TRPC6 activator inactive and MrgX1 antagonist inactive.
For Cc1ccc(-c2nc3ncccn3c2NC(=O)C2CC2)cc1 the results were ANO1 activ inactive, SKKanGAS inh 6, RGS4 block inactive, TRPC6 inh inactive, HDAC3 inh -23, MrgX1 allo act inactive, TMEM16A inh inactive, RGS4 act inactive, MrgX1 ag inactive, TRPC6 activator inactive and MrgX1 antagonist inactive.
Cc1cc(=O)c2ccccc2[nH]1 was read as ANO1 activ inactive, SKKanGAS inh -12, RGS4 block inactive, TRPC6 inh inactive, HDAC3 inh 5, MrgX1 allo act inactive, TMEM16A inh inactive, RGS4 act inactive, MrgX1 ag inactive, TRPC6 activator inactive and MrgX1 antagonist inactive.
`CS(=O)(=O)c1ccc(-c2nnn(CC(=O)Nc3ccc4c(c3)OCCO4)n2)cc1` gave ANO1 activ inactive, SKKanGAS inh -16, RGS4 block inactive, TRPC6 inh inactive, HDAC3 inh 0, MrgX1 allo act inactive, TMEM16A inh inactive, RGS4 act inactive, MrgX1 ag inactive, TRPC6 activator inactive and MrgX1 antagonist inactive.
`CC1(C)CC[C@]2(C(=O)O)CC[C@]3(C)C(=CCC4[C@@]5(C)CC[C@H](O)C(C)(C)C5CC[C@]43C)C2C1` (stereo partly drawn) gave ANO1 activ inactive, SKKanGAS inh 105*, RGS4 block inactive, TRPC6 inh inactive, HDAC3 inh 4, MrgX1 allo act inactive, TMEM16A inh inactive, RGS4 act inactive, MrgX1 ag inactive, TRPC6 activator inactive and MrgX1 antagonist inactive.
Screening CCOC(=O)Cc1csc(NC(=O)C2C3C=CC(C3)C2C(=O)O)n1 (stereo not drawn) returned ANO1 activ inactive, SKKanGAS inh 1, RGS4 block inactive, TRPC6 inh inactive, HDAC3 inh -1, MrgX1 allo act inactive, TMEM16A inh inactive, RGS4 act inactive, MrgX1 ag inactive, TRPC6 activator inactive and MrgX1 antagonist inactive.
Screening C=CCN(C(=O)c1cccc(C(F)(F)F)c1)C1(C(=O)Nc2ccccc2)CCN(C(C)C)CC1 returned ANO1 activ inactive, SKKanGAS inh 3, RGS4 block inactive, TRPC6 inh inactive, HDAC3 inh 5, MrgX1 allo act inactive, TMEM16A inh inactive, RGS4 act inactive, MrgX1 ag inactive, TRPC6 activator inactive and MrgX1 antagonist inactive.
For Cc1ccc(OCc2nc(C#N)c(NCc3ccc4c(c3)OCO4)o2)cc1 the results were ANO1 activ inactive, SKKanGAS inh 5, RGS4 block inactive, TRPC6 inh inactive, HDAC3 inh 9, MrgX1 allo act inactive, TMEM16A inh 25*, RGS4 act inactive, MrgX1 ag inactive, TRPC6 activator inactive and MrgX1 antagonist inactive.
`O=C(NC1CCCCC1)NC1CC2CCCC(C1)N2C1CCCC1` (stereo not drawn) gave ANO1 activ inactive, SKKanGAS inh -1, RGS4 block inactive, TRPC6 inh inactive, HDAC3 inh 5, MrgX1 allo act inactive, TMEM16A inh inactive, RGS4 act inactive, MrgX1 ag inactive, TRPC6 activator inactive and MrgX1 antagonist inactive.
For COc1ccc(S(=O)(=O)/C(C#N)=C/Nc2ccccc2F)cc1 the results were ANO1 activ inactive, SKKanGAS inh -6, RGS4 block inactive, TRPC6 inh inactive, HDAC3 inh 4, MrgX1 allo act inactive, TMEM16A inh inactive, RGS4 act inactive, MrgX1 ag inactive, TRPC6 activator inactive and MrgX1 antagonist inactive.
`COc1ccc(S(=O)(=O)N2CCN(C/C=C/c3ccccc3)CC2)cc1F` gave ANO1 activ inactive, SKKanGAS inh 0, RGS4 block inactive, TRPC6 inh inactive, HDAC3 inh -5, MrgX1 allo act inactive, TMEM16A inh inactive, RGS4 act inactive, MrgX1 ag inactive, TRPC6 activator inactive and MrgX1 antagonist inactive.
Screening Cc1cccc(-n2c(=O)c(C#N)cc3c(=O)n4ccccc4nc32)c1 returned ANO1 activ inactive, SKKanGAS inh -1, RGS4 block inactive, TRPC6 inh inactive, HDAC3 inh -71, MrgX1 allo act inactive, TMEM16A inh inactive, RGS4 act inactive, MrgX1 ag inactive, TRPC6 activator inactive and MrgX1 antagonist inactive.
Screening CC(OC(=O)c1cccc(S(=O)(=O)N2CCCCC2)c1)C(=O)NC1CCCCC1C (stereo not drawn) returned ANO1 activ inactive, SKKanGAS inh 30, RGS4 block inactive, TRPC6 inh inactive, HDAC3 inh -2, MrgX1 allo act inactive, TMEM16A inh inactive, RGS4 act inactive, MrgX1 ag inactive, TRPC6 activator inactive and MrgX1 antagonist inactive.
`COc1ccc(/C=C(\C#N)C(=O)N=CN(C)C)cc1` gave ANO1 activ inactive, SKKanGAS inh -9, RGS4 block inactive, TRPC6 inh inactive, HDAC3 inh 8, MrgX1 allo act inactive, TMEM16A inh inactive, RGS4 act inactive, MrgX1 ag inactive, TRPC6 activator inactive and MrgX1 antagonist inactive.
For S=c1nc(NCc2cccc(Cl)c2)c2ccccc2[nH]1 the results were ANO1 activ inactive, SKKanGAS inh 12, RGS4 block inactive, TRPC6 inh inactive, HDAC3 inh -2, MrgX1 allo act inactive, TMEM16A inh inactive, RGS4 act inactive, MrgX1 ag inactive, TRPC6 activator inactive and MrgX1 antagonist inactive.
`CC(NC(=O)c1cc(S(=O)(=O)N(C)C)ccc1N1CCCC1)C1CC2CCC1C2` (stereo not drawn) gave ANO1 activ inactive, SKKanGAS inh 14, RGS4 block inactive, TRPC6 inh inactive, MrgX1 allo act inactive, TMEM16A inh inactive, RGS4 act inactive, MrgX1 ag inactive, TRPC6 activator inactive and MrgX1 antagonist inactive.
Screening c1ccc2c(c1)oc1c(NCC3CCCO3)ncnc12 (stereo not drawn) returned ANO1 activ inactive, SKKanGAS inh 3, RGS4 block inactive, TRPC6 inh inactive, HDAC3 inh -3, MrgX1 allo act inactive, TMEM16A inh inactive, RGS4 act inactive, MrgX1 ag inactive, TRPC6 activator inactive and MrgX1 antagonist inactive.
Screening O=C(COc1ccc(C(=S)N2CCOCC2)cc1Cl)Nc1ccccc1Cl returned ANO1 activ inactive, SKKanGAS inh 1, RGS4 block inactive, TRPC6 inh inactive, HDAC3 inh 12, MrgX1 allo act inactive, TMEM16A inh inactive, RGS4 act inactive, MrgX1 ag inactive, TRPC6 activator inactive and MrgX1 antagonist inactive.
`Cc1ccnc(SCCn2c(N3CC(C)CC(C)C3)nc3c2c(=O)n(C)c(=O)n3C)n1` (stereo not drawn) gave ANO1 activ inactive, SKKanGAS inh -4, RGS4 block inactive, TRPC6 inh inactive, HDAC3 inh 0, MrgX1 allo act inactive, TMEM16A inh inactive, RGS4 act inactive, MrgX1 ag inactive, TRPC6 activator inactive and MrgX1 antagonist inactive.
